tim23-1 inh – growth inhibitors of tim23-1 mutant yeast; S. cerevisiae tim23-1 growth, BacTiter-Glo luminescence, 24 h; inhibition, % at 20 µM; actives 1.3% (n = 330,000);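 active = growth inhibition of the mutant yeast at or above 50%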;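 also: temperature-sensitive mutant grown at 25 °C; plate controls were DMSO-treated mutant yeast for no effect and medium wells lacking yeast for full effect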
XBP1 UPR activ – adaptive UPR (XBP1) activation; CHO-XBP1 luciferase reporter, IRE1-XBP1 UPR activation, luminescence; percent of tunicamycin response, DMSO as zero; activation, % at 20 µM; actives 0.33% (n = 330,000);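 active = versus positive control, 20 µM dose yields 30% or more activation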;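 also: 100% = tunicamycin at 10 µg/mL and 0% = DMSO only wells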
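incubation = overnight seeding at 37 °C, 6 h compound treatment at 37 °C | assay system = CHO-XBP1 cells stably carrying IRE1-XBP1-driven luciferase reporter | input = 1000 cells per well | detection = luciferase luminescence | dosing = single point, 20 µM final compound, 1% DMSO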
NLRP3 yeast inh – NALP3 inhibition in yeast; Yeast reconstituted NLRP3/ASC/caspase-1, beta-gal luminescence, 24 h; inhibition, % at 10 µM; actives 0.39% (n = 330,000);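 active = inhibition of 50% or more; inactive = inhibition below 50%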;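 also: plate controls were induced DMSO wells for no effect and uninduced yeast grown without galactose for full effect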
TIM10 inh – TIM10 yeast growth inhibition | S. cerevisiae TIM10 strain growth, BacTiter-Glo luminescence, 24 h | inhibition, % at 10 µM | actives 1.4% (n = 330,000);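 active = inhibition of 40% or more at the single tested concentration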;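 also: wild-type TIM10 isogenic control strain grown at permissive 25 °C; 0% = DMSO yeast wells and 100% = minimal medium wells without yeast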
Mdm2-MdmX inh – inhibitors of human Mdm2/MdmX interaction | O15151+Q00987 | SaOS-2 split-luciferase Mdm2/MdmX complementation, luminescence | inhibition, % at 8 µM | actives 3% (n = 330,000) | AID 485346;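 active = inhibition of at least 50% at 8 µM in the primary screen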
tim10-1 inh – inhibits growth of tim10-1 mutant yeast; actives 2.2% (n = 330,000); inhibition, % at 20 µM; S. cerevisiae tim10-1 ts strain growth, BacTiter-Glo, 24 h;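 active = inhibition of at least 40%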;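 also: mutant grown at 25 °C; 0% = DMSO wells with yeast and 100% = wells holding no yeast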
GRIN3A LBD mod – modulators (binders) of human NR3A ligand-binding domain; NR3A LBD differential scanning fluorimetry, Tm shift; 0% = protein alone, 100% = glycine-bound protein; Tm shift relative to glycine control, % at 25 µM; actives 2.5% (n = 340,000); AID 1259313;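 active = melting temperature shift of at least 10% of the positive control shift, at one fixed dose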
APJ ag – agonists of human APJ apelin receptor | CHO-K1 APJ PathHunter beta-arrestin, luminescence; 0% DMSO wells, 100% apelin | activation, % at 20 µM | actives 0.11% (n = 330,000);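 active = activation more than six SD over the plate average, tested at 20 µM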;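 also: 0% = DMSO alone and 100% = apelin-13 at 10 nM; some results filed as inactive read as strong as hits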
Target sequence (P35414 whole entry, looked up): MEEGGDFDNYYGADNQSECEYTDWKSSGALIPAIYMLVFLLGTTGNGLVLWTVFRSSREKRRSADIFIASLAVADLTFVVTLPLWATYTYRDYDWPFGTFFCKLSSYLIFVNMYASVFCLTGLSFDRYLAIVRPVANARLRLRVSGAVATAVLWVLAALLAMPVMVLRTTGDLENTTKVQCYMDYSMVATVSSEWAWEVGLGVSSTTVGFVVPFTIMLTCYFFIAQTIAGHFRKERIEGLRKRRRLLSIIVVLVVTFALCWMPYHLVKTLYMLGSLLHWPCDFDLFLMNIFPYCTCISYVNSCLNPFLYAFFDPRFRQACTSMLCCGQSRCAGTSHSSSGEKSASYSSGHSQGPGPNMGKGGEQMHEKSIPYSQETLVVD
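Material: engineered CHO-K1 APJ arrestin reporter cells; amount: 1000 CHO-K1 reporter cells seeded per well; incubation: compound stimulation 90 min at 25 °C, detection 60 min; signal: luminescent beta-gal fragment complementation, chemiluminescent substrate; read-out basis: APJ agonist activity; controls: DMSO-only wells as negative, 10 nM Apelin-13 as positive control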
CHOP UPR activ – apoptotic UPR (CHOP) activation; CHO-CHOP luciferase reporter, luminescence; percent of tunicamycin response over DMSO baseline; activation, % at 10 µM; actives 0.34% (n = 330,000); AID 449763;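 active = at 10 µM dose, activation of 40% or more, normalized to positive control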;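 also: 100% = tunicamycin at 10 µg/mL and 0% = DMSO alone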
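Assay system: CHO-CHOP cells, stable luciferase reporter of PERK-eIF2a-CHOP signalling / Buffer or medium: F12 plus 10% serum / Compound dosing: one dose, 10 µM in 0.5% DMSO / Times: 6 h compound treatment, 37 °C / Technique: luciferase luminescence / Read-out: % reporter activation, DMSO baseline versus tunicamycin full activation / Benchmarks: tunicamycin and DMSO controls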
* marks the source's active call; other numbers are inactive results; . = not tested or not shown.

SMILES	tim23-1 inh	XBP1 UPR activ	NLRP3 yeast inh	TIM10 inh	Mdm2-MdmX inh	tim10-1 inh	GRIN3A LBD mod	APJ ag	CHOP UPR activ
COc1ccccc1NS(=O)(=O)c1ccc(NC(=O)c2nc3nc(C)cc(C(F)F)n3n2)cc1	0	-2	7	7	21	2	-1	-4	-0.6
COc1cc(/C=C/c2nc3ccccc3c(=O)[nH]2)cc(Br)c1O	-45	-4	-9	-54	33	-57	23*	-2	3.1
CC1CCCCC1NC(=O)CSCC(=O)O (centres undefined)	3	0	10	-6	16	14	-10	5	0.7
CN1C(=O)CC(N2CCC(c3nc4ccccc4[nH]3)CC2)C1=O (centres undefined)	15	0	-2	2	-16	8	-1	-1	-0.7
O=C1c2ccccc2C(O)(c2ccccc2)N1C1CC1 (centres undefined)	6	1	11	5	5	-11	-1	-4	0.0
Cc1ncc(CO)c(/C=N/NC(=O)c2cc3c(s2)CCCC3)c1O	19	1	26	-36	58*	-5	0	-2	-0.8
Cc1ccc(C)c(NC(=O)CN(C)C(=O)c2nn(C)c(=O)c3ccccc23)c1	-1	1	11	-14	28	-15	-1	1	-1.3
O=C(Cc1ccsc1)Nc1cc(F)ccc1F	10	5	5	-13	9	5	6	-4	-0.1
COc1ccc(/C=C/C(=O)NCC(=O)N/N=C/c2ccc(OC)cc2)cc1	-3	-2	-5	-11	-13	17	-10	-1	-1.3
COc1ccccc1CN1C(=O)C(=O)N(Cc2cccc(C)c2)C1=O	5	0	23	-4	6	12	-1	-1	-0.1
CCOc1ccccc1/C=N/NC(=O)CNC(=O)c1cccs1	11	5	2	4	9	5	-1	-3	-1.0
Cn1c(CNC(=O)c2ccc(F)cc2)cc2ccccc21	10	-2	16	-26	-20	-22	0	-1	-0.6
O=C1CCC(C(=O)N2CCC(O)CC2)CN1CCc1ccc(Cl)cc1 (centres undefined)	-6	-1	11	5	11	-14	2	-2	3.1
O=C(OCCN=C1NS(=O)(=O)c2ccccc21)c1ccco1	-6	-3	-6	10	6	0	0	-3	-0.3
CCCCOc1ccc(CN(CCO)CCO)cc1[N+](=O)[O-]	-3	5	4	4	17	5	-2	-1	1.7
COc1c(C)cccc1C(=O)Nc1ccc(N2CCOCC2)c(Cl)c1	6	6	24	1	-152	17	3	-1	4.0
Cc1cccc(C)c1N(CC(=O)N1CCN(C)CC1)S(C)(=O)=O	-3	-2	10	-26	-1	12	-1	0	1.7
COc1ccccc1CNCc1cccc(Oc2ccccc2)c1	1	1	-4	11	20	-4	1	-3	12
CC(C)Cn1c(NCCN(C)C)nc2c1c(=O)[nH]c(=O)n2C	2	-4	8	0	4	1	2	-6	-0.8
CC(=O)Nc1ccc(NC(=O)C(C)OC(=O)C2CCCCC2)cc1 (centres undefined)	-4	-3	5	5	16	2	-1	-5	0.7
O=C(NCCN1CCOCC1)Nc1cccc(Cl)c1	15	-3	12	-6	-2	1	0	0	-0.8
COCCCNc1nc2ccccc2nc1NS(=O)(=O)c1cccc(C)c1	34	-4	7	17	11	13	4	-3	0.2
O=c1c2sc3nc(N4CCOCC4)c4c(c3c2nnn1Cc1ccccc1)CCCC4	8	17	12	-8	29	21	0	-4	0.7
O=S(=O)(c1ccc(F)cc1)N1CCCc2ccccc21	1	-5	2	-14	30	6	.	-3	-0.9
CCN(CC)CCNC(=O)C12CC3CC(C)(CC(C)(C3)C1)C2	13	-1	12	2	3	14	0	0	-0.8
O=C(CSc1ccc2nnc(CCNC(=O)c3ccccc3)n2n1)NCc1ccccc1	4	-2	11	0	23	-1	1	0	-1.6
COc1ccc(NC(=O)/C(=C/c2cccs2)NC(=O)c2ccco2)cc1	-5	0	11	1	-3	0	2	-6	-0.8
COc1cc(Cl)ccc1OCc1cc(C(=O)N2CCCC(OC)C2)no1 (centres undefined)	8	0	15	-2	-125	8	0	-2	5.2
Nc1nc(N)nc(-c2cccc(Cl)c2)n1	3	7	25	13	-10	17	0	-2	4.8
COc1ccc(NC(=S)N2CCC(N(C)CC3CCCO3)CC2)cc1Cl (centres undefined)	-3	-4	26	-9	13	22	1	0	-1.4
CCOCc1c(C(=O)OCC(=O)/C(C#N)=C(\C)N)oc2ccccc12	9	1	3	12	0	20	1	-5	1.2
COc1ccc(S(=O)(=O)N2CCN(CC(=O)NCCc3cccs3)CC2)cc1	21	-2	2	18	-28	25	-3	1	1.9
CCOCCCn1c(SCC(=O)Nc2ccccc2OC)nc2ccccc2c1=O	33	-5	19	-13	8	5	1	-5	-0.9
Cc1ccc(N(CC(=O)NCc2ccccn2)S(=O)(=O)c2ccccc2)cc1C	20	-1	6	10	26	38	1	-4	-2.2
O=S(=O)(c1ccc(-c2ccon2)s1)N1CCN(c2ccncc2)CC1	7	0	13	-9	11	-7	2	4	1.1
O=C(COC(=O)c1ccccc1)Nc1cc(S(=O)(=O)N2CCCCCC2)ccc1Cl	-1	-1	14	-6	15	-2	-8	-2	0.4
COc1ccc(CCN2C(=O)CSC2=Nc2ccc(C(C)C)cc2)cc1OC	11	2	18	13	12	22	-1	0	7.9
Cc1cccnc1Sc1c([N+](=O)[O-])ncn1C	-6	-3	-5	-1	17	15	2	-3	-0.8
CCn1c(Oc2ccccc2F)nc2c1c(=O)n(C)c(=O)n2C	7	-1	9	-7	68*	-2	1	-4	0.3
O=C(CSCc1nc2scc(-c3cccs3)c2c(=O)[nH]1)Nc1ccccn1	4	-1	-2	-4	9	-7	-2	-3	0.1
Cc1ccc(CN2CCN(/N=C\C(Br)=C\c3ccccc3)CC2)cc1	22	-1	18	44*	15	38	-2	-4	-1.4
Cc1c(NC(=O)NCCN2C(=O)C3C4C=CC(C4)C3C2=O)c(=O)n(-c2ccccc2)n1C (centres undefined)	-8	0	14	-2	19	-1	-2	-2	-2.5
CN(C)/C(=N\S(=O)(=O)c1ccccc1)c1ccccc1	-2	1	23	6	4	-7	-1	3	1.7
Cc1ccc(-n2nnnc2SCC(=O)Nc2sc(C)c(C)c2C#N)cc1C	12	3	19	-12	8	8	-3	1	-2.1
Cc1ccc(S(=O)(=O)NCCC(=O)NC2CCC(C)CC2)cc1 (centres undefined)	6	-2	9	6	1	-10	0	-1	-0.9
Cc1cc(C(=O)NNC(=O)c2nn(C)c(=O)c3ccccc23)c(C)o1	7	1	20	8	5	2	-1	-2	-0.3
Cc1ccc(CNS(=O)(=O)NCc2ccc(Cl)cc2)cc1	-12	-2	2	-1	-31	19	-1	-1	-0.2
Cc1ccc([N+](=O)[O-])c(OCC(O)CNC(C)(C)C)c1 (centres undefined)	-7	1	-10	-39	16	-32	2	-2	0.5
COc1ccc(CNC(=O)C2CCN(S(=O)(=O)c3ccc4c(c3)CC(C)N4C(C)=O)CC2)cc1 (centres undefined)	10	-4	6	-3	18	24	2	1	2.1
COc1ccc(S(=O)(=O)N=C2C=C(C)C(=O)C(C)=C2)cc1	18	-2	-13	7	-7	17	-1	0	-2.1
The results go on:
SMILES	tim23-1 inh	XBP1 UPR activ	NLRP3 yeast inh	TIM10 inh	Mdm2-MdmX inh	tim10-1 inh	GRIN3A LBD mod	APJ ag	CHOP UPR activ
COc1ccc2cc(CCNC(=O)c3cc4ccccc4o3)c(=O)[nH]c2c1	-35	-7	21	12	8	-32	21*	1	2.0
Cc1nn(S(=O)(=O)c2ccc(C(C)(C)C)cc2)c(C)c1S(=O)(=O)N1CCOCC1	3	-5	13	-5	18	-7	2	-1	-0.2
CC1(C)CC(NC(=O)C(C)(C)Oc2ccc(Cl)cc2)CC(C)(C)N1	-1	5	24	10	6	-31	-2	-4	-1.5
O=C(c1ccco1)N1CCN(C(c2cccs2)c2nnnn2C2CCCCC2)CC1 (centres undefined)	22	-5	-1	10	-39	20	0	2	-0.1

Gathered by group, the compounds so far containing a thiophene ring, fused or not.
SMILES	tim23-1 inh	XBP1 UPR activ	NLRP3 yeast inh	TIM10 inh	Mdm2-MdmX inh	tim10-1 inh	GRIN3A LBD mod	APJ ag	CHOP UPR activ
Cc1ncc(CO)c(/C=N/NC(=O)c2cc3c(s2)CCCC3)c1O	19	1	26	-36	58*	-5	0	-2	-0.8
O=C(Cc1ccsc1)Nc1cc(F)ccc1F	10	5	5	-13	9	5	6	-4	-0.1
CCOc1ccccc1/C=N/NC(=O)CNC(=O)c1cccs1	11	5	2	4	9	5	-1	-3	-1.0
O=c1c2sc3nc(N4CCOCC4)c4c(c3c2nnn1Cc1ccccc1)CCCC4	8	17	12	-8	29	21	0	-4	0.7
COc1ccc(NC(=O)/C(=C/c2cccs2)NC(=O)c2ccco2)cc1	-5	0	11	1	-3	0	2	-6	-0.8
COc1ccc(S(=O)(=O)N2CCN(CC(=O)NCCc3cccs3)CC2)cc1	21	-2	2	18	-28	25	-3	1	1.9
O=S(=O)(c1ccc(-c2ccon2)s1)N1CCN(c2ccncc2)CC1	7	0	13	-9	11	-7	2	4	1.1
O=C(CSCc1nc2scc(-c3cccs3)c2c(=O)[nH]1)Nc1ccccn1	4	-1	-2	-4	9	-7	-2	-3	0.1
Cc1ccc(-n2nnnc2SCC(=O)Nc2sc(C)c(C)c2C#N)cc1C	12	3	19	-12	8	8	-3	1	-2.1
O=C(c1ccco1)N1CCN(C(c2cccs2)c2nnnn2C2CCCCC2)CC1 (centres undefined)	22	-5	-1	10	-39	20	0	2	-0.1

Assay outcomes from PubChem BioAssay.
